Screening data deposited in PubChem by several laboratories.
TCR CD3 inh: human TCR-CD3 binding inhibition; TAMRA-labeled TCR probe fluorescence, biochemical; inhibition, % at 9.4 µM; actives 0.37% (n = 360,000); in the data active = inhibition above about 19%;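 note: recombinant mutant TCR 2C K166C tagged with TAMRA read by polarization; 0% = receptor in buffer alone and 100% = receptor with positive control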
MBD2 inh: MBD2-methylated oligo binding inhibition. Q9UBB5. TR-FRET, MBD2 binding to methylated oligonucleotide. inhibition, % at 4.4 µM. actives 0.31% (n = 370,000). AID 686964; in the data active = inhibition above about 13%
NPR2 activator: GC-B (human) receptor activation; actives 0.11% (n = 370,000); HEK293-GC-B cells, CNP EC30, cGMP TR-FRET; 0% at EC30 CNP, 100% saturating CNP; P20594; activation, % at 10 µM;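 active = activation at 10 µM reaching about 35% in either raw or pattern-adjusted values, limit read from the data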
UHRF1 binding: blocks human UHRF1 binding to methylated DNA; Q96T88; UHRF1 binding to methylated oligo, TR-FRET; inhibition, % at 4.4 µM; actives 0.75% (n = 370,000); in the data active = inhibition above about 21%;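 note: UHRF1 SRA domain binding a hemimethylated CpG hairpin DNA probe; 0% = median of test compound wells and 100% = reference inhibitor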
Target sequence (Q96T88 whole entry, looked up, the tested form may be a part): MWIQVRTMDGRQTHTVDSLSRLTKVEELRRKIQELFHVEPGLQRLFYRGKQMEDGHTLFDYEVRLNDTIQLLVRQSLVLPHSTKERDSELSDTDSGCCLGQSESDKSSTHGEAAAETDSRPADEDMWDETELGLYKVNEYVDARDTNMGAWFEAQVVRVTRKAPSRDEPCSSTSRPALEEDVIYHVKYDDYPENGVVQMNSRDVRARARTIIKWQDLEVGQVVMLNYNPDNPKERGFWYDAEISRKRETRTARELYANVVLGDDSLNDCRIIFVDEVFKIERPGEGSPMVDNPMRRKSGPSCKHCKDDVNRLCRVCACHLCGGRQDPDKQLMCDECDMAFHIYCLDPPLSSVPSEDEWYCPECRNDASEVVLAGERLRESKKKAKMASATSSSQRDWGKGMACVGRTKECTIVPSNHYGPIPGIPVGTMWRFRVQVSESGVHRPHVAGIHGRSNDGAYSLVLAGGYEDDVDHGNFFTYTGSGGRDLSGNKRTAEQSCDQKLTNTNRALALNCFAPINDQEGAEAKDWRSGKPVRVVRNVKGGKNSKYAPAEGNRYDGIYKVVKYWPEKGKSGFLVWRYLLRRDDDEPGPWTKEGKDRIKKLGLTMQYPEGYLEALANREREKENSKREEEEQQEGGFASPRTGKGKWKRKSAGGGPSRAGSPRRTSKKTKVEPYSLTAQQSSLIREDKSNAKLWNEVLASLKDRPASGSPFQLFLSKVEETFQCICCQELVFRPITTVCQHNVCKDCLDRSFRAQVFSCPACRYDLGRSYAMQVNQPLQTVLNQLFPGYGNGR
ABHD4 inh: inhibits mouse alpha/beta hydrolase domain 4; inhibition, % at 8.92 µM; actives 0.54% (n = 370,000); Q8VD66; purified mABHD4, FP-Rh probe fluorescence polarization; AID 720543;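 active = inhibition exceeding the mean over every tested compound plus 3 SD, cut at about 30% in these data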;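 note: 0% = plate median of compound wells and 100% = S159A mutant with DMSO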
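Doses – 8.92 µM, single dose · Material – wild-type mouse ABHD4 protein · Replication – single well per compound (singlicate) · Measure – percent inhibition of probe binding, normalized to plate controls · Schedule – 45 min compound pre-incubation plus 60 min probe step, 25 °C · Detection – fluorescence polarization with parallel and perpendicular emission, 525/598 nm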
HTRA1 inh: inhibitors of human serine peptidase HTRA1; recombinant HTRA1, FP-rhodamine activity-based probe, fluorescence polarization; inhibition, % at 5.96 µM; actives 0.5% (n = 340,000); AID 504803; in the data active = inhibition above about 36%;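 note: 0% = enzyme with DMSO and 100% = wells lacking enzyme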
rCAG RNA binder: molecules binding r(CAG) RNA repeats; r(CAG) RNA repeat, TO-PRO-1 dye displacement fluorescence; inhibition, % at 3 µM; actives 1.3% (n = 370,000); AID 651821;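 active = inhibition above the plate cutoff, the mean of all test compounds on that plate plus 3 SD, cut at about 35% in these data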;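 note: 0% = DMSO alone and 100% = 100 µM mitoxantrone as full dye displacement; higher means more dye released from RNA so lower well fluorescence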
SIAE primary: human SIAE inhibition, primary screen. Q9HAT2. SIAE FP-Rh probe binding, fluorescence polarization. inhibition, % at 9.66 µM. actives 0.69% (n = 370,000). AID 1053197;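 active = inhibition above a cutoff: mean of compounds within the control limits plus 3 SD of those, cut at about 17% in these data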;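 note: 0% = plate median of compound wells and 100% = probe without SIAE protein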
NPR1 activator: GC-A (human) enzyme activation. P16066. HEK293 GC-A cells, cGMP TR-FRET, EC30 ANP; 0% at EC30 ANP, 100% saturating ANP. activation, % at 10 µM. actives 0.14% (n = 370,000). AID 1671463; in the data active = activation above about 40%
PRMT1 inh: PRMT1 (human) inhibition, primary screen; Q99873; recombinant PRMT1, activity-based probe fluorescence polarization; inhibition, % at 2.79 µM; actives 1.3% (n = 370,000);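 active = inhibition above about 21% made by adding two undisclosed values, limit read from the data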
Numbers without * were called inactive; / = not tested or not shown.

SMILES	TCR CD3 inh	MBD2 inh	NPR2 activator	UHRF1 binding	ABHD4 inh	HTRA1 inh	rCAG RNA binder	SIAE primary	NPR1 activator	PRMT1 inh
CC1(C2CC2)NC(=O)N(CC(=O)N2CCN(c3ccccc3F)CC2)C1=O (stereo not given)	-8.0	0.0	2.9	3.3	8.3	4.8	3.2	-1.6	-0.5	3.0
CCCn1c(=O)[nH]c2ccccc21	-0.3	-1.8	-2.0	4.1	-0.7	5.5	2.5	-7.5	-1.0	1.5
CC(=O)c1cccc(N(CC(=O)NCC2CCCO2)C(=O)CCC(=O)Nc2cc(C)on2)c1 (stereo not given)	-1.5	0.7	0.7	0.9	0.1	-3.6	-7.1	0.0	-1.3	-0.2
Cc1cc(C)nc(N/N=C/C2=C(N3CCOCC3)C(=C\c3ccc(Cl)cc3)/CC2)n1	1.1	-3.3	9.2	-6.3	13.8	18.1	19.3	5.7	6.3	9.6
N#Cc1c(N)n(CCNC(=O)c2ccc(Cl)cc2)c2nc3ccccc3nc12	1.0	-6.0	-14.9	-6.0	2.0	-12.2	9.3	-11.8	-15.3	-1.9
CCOc1ccc(-c2cc(C(C)=O)c3n(c2=O)CCC3)cc1	/	-2.2	-4.7	3.3	3.7	/	4.1	6.2	-2.8	-0.4
Cc1ccc(C(C)C)cc1OCCCCN1CCCC1	2.6	-2.2	1.9	3.0	15.6	3.8	2.0	2.7	-1.8	0.5
CC(Oc1ccc2c3c(c(=O)oc2c1)CCCC3)C(=O)NCC(O)c1ccccc1 (stereo not given)	4.3	0.3	-7.3	3.0	4.6	-21.2	-2.0	-1.7	-3.6	0.2
Cc1[nH]c2ccccc2c1C(=O)COC(=O)c1ccccc1O	-3.0	-2.0	1.5	-0.2	-2.7	-23.4	6.4	-3.2	2.8	3.9
CCOC(=O)N1CCC(NCCNC(=O)c2ccc(F)cc2)CC1	-4.9	0.5	4.3	1.9	-5.8	-0.3	1.6	3.2	1.9	-3.2
COc1ccc(CCNC2CC(=O)N(CCc3ccc(OC)c(OC)c3)C2=O)cc1OC (stereo not given)	-0.4	-2.6	8.9	-3.4	10.7	-3.4	4.4	-3.3	11.8	54.3*
O=C(Nc1ccccc1Cl)c1cc(S(=O)(=O)N2CCCCC2)ccc1N1CCOCC1	-8.3	0.2	-4.9	-1.2	5.5	-10.0	-1.1	3.2	-3.0	0.0
Cc1ccc(NC(=O)CCSc2nnc3ccccn23)cc1	4.2	-6.8	7.5	-4.6	-1.5	-1.2	-4.8	0.6	4.9	-0.9
Cc1cccc(-c2nnc(SCC#N)n2-c2cccc(Cl)c2)c1	-8.3	0.4	-13.9	5.6	-5.3	-6.7	-4.4	1.2	-22.0	0.8
CCOC(=O)c1ccc(CNC(=O)C2CCC(=O)N(CCc3ccccc3)C2)o1 (stereo not given)	-6.6	-0.3	-1.9	4.2	-5.0	9.3	-5.2	5.7	-0.4	-3.0
Cc1cc(C(=O)OC(C)C(=O)N2CCc3ccccc32)ccc1[N+](=O)[O-] (stereo not given)	0.0	1.7	-3.1	1.1	2.5	-0.8	1.2	1.4	-1.4	0.3
CC(CCN1C(Nc2ccccc2)=NC[C@@H]1Cc1ccccc1)c1ccccc1 (stereo not given in full)	-6.8	1.9	-17.5	-0.2	4.9	-9.5	4.1	2.6	-11.6	-0.6
Cn1ccnc1C1CCCCN1Cc1nc(-c2ccc(Cl)cc2)no1 (stereo not given)	3.7	1.8	0.2	-2.0	-25.8	0.0	-1.6	4.1	-0.2	-1.0
CCOC(=O)N1CCC(NS(=O)(=O)c2ccc3c(c2)CCN3C(C)=O)CC1	4.3	2.1	3.9	3.2	-4.3	0.7	0.4	-9.6	0.6	-2.4
CCOc1ccc(C(=O)Nc2ccccc2NC(C)=O)cc1OCC	-4.6	3.6	2.4	0.1	4.6	6.3	3.0	-0.1	4.8	1.0
CCCc1nnc(NC(=O)c2cccnc2)s1	5.2	7.8	-2.7	0.1	-8.2	/	-0.5	2.7	3.0	-3.3
CCOC(=O)c1ccc(S(=O)(=O)N2CCN(CC(O)COc3ccc(C#N)cc3)CC2)cc1 (stereo not given)	-1.1	8.5	-3.0	5.2	-7.2	-1.1	-1.2	-1.6	0.3	2.2
CC(CC(c1ccccc1)N1CCc2ccccc2C1)=NO (stereo not given)	2.3	-6.9	-4.3	-0.1	2.0	-6.6	-0.2	2.5	-6.3	-0.5
Cc1ccc(N2CC3=C(C2=O)C(c2ccccc2)NC(=O)N3C)cc1 (stereo not given)	7.7	-1.8	-3.3	2.1	4.0	-9.1	-0.5	0.3	1.4	-1.3
CC(=O)c1cnc(SCc2ccc(Cl)cc2)nc1C	-1.6	3.3	5.8	1.2	-0.8	-3.6	-5.4	-3.9	5.8	2.6
Nc1ccc2c(c1)[nH]c(=O)c1ccccc12	5.1	3.3	-10.5	-11.6	8.3	1.9	4.5	-3.5	-1.9	1.3
Cc1ccc(S(=O)(=O)N2C(=O)CCC2C(=O)O/N=C(\N)c2ccccc2)cc1 (stereo not given)	-4.8	0.2	0.6	2.2	-1.1	-8.2	-5.2	0.9	-0.7	1.1
CNS(=O)(=O)c1cccc(C(=O)Nc2cccnc2)c1	-6.3	2.3	-6.7	4.3	-1.8	-5.9	3.8	6.0	-4.3	-1.0
CCOc1nc(SCCOc2ccc(Cl)cc2Cl)nc(N(C)C)n1	-1.6	4.7	-4.8	2.7	-1.7	-26.7	0.4	4.1	3.2	1.1
CCN(C(=O)CSc1nc2cc(C(=O)O)ccc2c(=O)n1Cc1ccccc1)c1ccccc1	-2.8	-2.6	-0.9	-0.6	3.6	-22.1	38.2*	3.4	1.5	-0.6
CCn1c(=O)cc(OCC(=O)N2CCN(C(=O)c3ccco3)CC2)c2ccccc21	6.5	-2.0	1.5	3.1	1.2	4.2	-5.0	1.5	-1.9	-0.9
O=C(CCN1CCCCCC1)c1ccccc1	0.8	-3.1	-1.2	-1.0	4.8	-3.6	-0.9	1.5	71.3*	-1.9
COc1cccc(C2NC(CC(C)C)(C(=O)O)C3C(=O)N(Cc4ccccc4)C(=O)C23)c1O (stereo not given)	0.7	-2.0	1.1	1.4	-2.7	1.2	0.0	5.7	1.3	-0.6
COc1ccc2nc(-c3ccc(CN4CCC5(CC4)CNc4ccccc45)cc3)c(-c3ccccc3)nc2c1	2.8	0.4	8.9	-0.1	7.7	/	11.1	5.9	1.8	0.8
O=C(NCC1CCCO1)C(=O)NCC1CCCN1S(=O)(=O)c1ccccc1 (stereo not given)	-5.6	-1.1	0.3	3.1	1.6	4.5	0.1	-0.2	-1.2	1.1
CCOC(=O)C(CC)(CCC(=O)O)c1csc(Nc2ccc(C)cc2)n1 (stereo not given)	2.8	3.0	-0.9	2.5	-1.3	4.5	8.9	6.3	2.1	-1.2
COc1ccc(-c2csc(C(NC(C)=O)c3ccc(F)c(F)c3)n2)cn1 (stereo not given)	13.3	-0.6	-3.0	1.1	-4.8	/	-0.8	-5.6	-6.1	-0.6
Cc1ccccc1OCCC(=O)Nc1ccccc1C(=O)N1CCCCC1	5.7	-6.7	2.0	-1.5	-2.9	0.2	1.3	7.8	1.8	-2.9
COc1ccc(S(=O)(=O)N2CCOCC2)cc1NC(=O)Cc1ccc(Cl)c(Cl)c1	0.4	2.4	7.7	4.2	0.3	-9.2	-0.1	0.1	4.9	-0.8
CCc1ccc(C(=O)N2CCN(c3ccc(NC(=O)c4cccnc4)cc3)CC2)cc1	-0.1	-3.6	-1.0	3.4	-3.7	-2.7	-4.2	-4.3	4.1	0.2
CCOC(=O)C(C(=O)Nc1nc2ccccc2s1)C1CCCCC1 (stereo not given)	12.9	-1.9	-3.0	-1.2	-6.8	-24.1	3.9	-6.5	2.5	3.8
CN(C)CCNc1ncnc2c1ncn2[C@H]1CN(Cc2cccs2)C[C@@H](CO)O1	2.8	0.7	11.1	-0.3	-5.9	/	0.5	4.5	1.5	-5.6
CN(C)c1ccc(/C=N/NC(=O)C(=O)N2CCCCCC2)cc1	0.6	-0.1	0.1	-1.3	-3.5	5.0	-2.3	-0.7	-0.4	1.9
O=C(NCc1ccco1)c1cccc(F)c1	-6.9	8.5	0.5	5.1	-4.5	1.1	4.0	-8.7	-2.8	8.9
Cc1ccccc1NC(=O)N(C)[C@H]1C[C@H]2c3[nH]c4c(-c5ccc6c(c5)OCO6)cccc4c3CCN2C[C@H]1[C@H](C)O	/	3.4	-6.8	-0.1	23.7	/	14.0	3.5	-4.2	0.6
COc1ccc(N/C(C)=C/C(=S)Nc2ccccc2)cc1	3.3	-8.1	2.7	-3.2	3.3	-4.3	2.5	11.0	-7.6	-0.7
COc1ccc(OC)c(C(=O)COC(=O)c2ccccc2O)c1	1.3	3.2	-2.9	3.3	-8.5	-30.7	5.5	-7.0	-2.5	-1.1
COc1cccc(NC(=O)COC(=O)c2c(F)cccc2F)c1	-1.9	-3.9	-3.7	-4.6	-3.6	-0.9	-4.0	-3.1	-1.6	0.1
Cn1cc(Cl)c(C(=O)NC(=S)Nc2sc3c(c2C#N)CCCCC3)n1	2.4	-2.0	3.1	3.6	8.6	1.5	2.5	-7.3	-5.5	14.2
CCC1OC23CCCCC2C(C#N)(C(=N)O3)C1(C#N)C#N (stereo not given)	11.0	-2.0	-2.2	-2.9	15.1	28.2	-5.8	16.9	4.1	13.5
Cc1ccc2c(C)nc(Nc3nc(CSc4nc5ccccc5[nH]4)cc(=O)[nH]3)nc2c1	-0.6	3.3	18.9	1.8	-0.6	-55.1	25.6	-13.3	24.8	2.7
COCc1ccc(C(=O)Nc2cccc(S(=O)(=O)N(C)c3ccccc3)c2)cc1	8.2	-6.1	7.0	-1.8	-13.9	-20.4	2.4	-10.6	-0.4	-1.3
O=C(CSc1ccccc1)N1CCN(c2ccccn2)CC1	10.1	2.5	10.4	-1.8	-2.0	-3.8	-1.4	0.8	-0.7	-2.2
CN(C)CCNC(=O)c1cccc2nc3cccc(F)c3nc12	-1.5	35.1*	-15.2	23.1*	-0.7	-4.8	6.1	-2.5	-9.8	0.3
S=C1SCN(Cc2ccco2)CN1Cc1ccco1	5.5	-5.4	2.8	-1.6	10.7	-3.6	-0.3	0.6	0.6	4.4
O=C(N/N=C/c1ccccc1)C(O)c1ccccc1 (stereo not given)	5.5	5.1	-2.3	-2.5	1.0	4.6	2.8	-1.1	2.4	-2.9

3 entries already listed, sorted by heavy-atom count, ascending.
SMILES	TCR CD3 inh	MBD2 inh	NPR2 activator	UHRF1 binding	ABHD4 inh	HTRA1 inh	rCAG RNA binder	SIAE primary	NPR1 activator	PRMT1 inh
COc1ccc(N/C(C)=C/C(=S)Nc2ccccc2)cc1	3.3	-8.1	2.7	-3.2	3.3	-4.3	2.5	11.0	-7.6	-0.7
COc1cccc(NC(=O)COC(=O)c2c(F)cccc2F)c1	-1.9	-3.9	-3.7	-4.6	-3.6	-0.9	-4.0	-3.1	-1.6	0.1
Cc1ccc2c(C)nc(Nc3nc(CSc4nc5ccccc5[nH]4)cc(=O)[nH]3)nc2c1	-0.6	3.3	18.9	1.8	-0.6	-55.1	25.6	-13.3	24.8	2.7

Some of the compounds tested; count on the stated rates, not on these rows.
